CFTR F508del cor: F508del CFTR correction, initial screen, CFBE line, single point. CFBE cells, YFP halide quenching; stimulated with forskolin plus potentiator P3; % fluorescence drop versus neutral controls. activity (quench increase), % at 7.58 µM. 350,000 tested, 0.36% active. AID 720511, 2013;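 active = mean added fluorescence quench of at least 8% versus neutral control, with both replicates also reaching 8%; inconclusive = only one of the mean or replicate conditions met; inactive = mean below 8% and not both replicates reaching 8%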;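 also: cells transiently co-express mutant CFTR-F508del with the halide-sensitive YFP; corrector assay measuring rescue of mutant channel to the surface after 24 h compound exposure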
Casp6 inh: human caspase-6 inhibitors, primary screen, biochemical, VEID-R110 fluorescence, single point, set 2; P55212; purified caspase-6, Z-VEID-R110 cleavage fluorescence; inhibition, % at 12.5 µM; 350,000 tested, 0.53% active; AID 686996, 2013;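 active = mean inhibition across replicates at least about 35%, with every replicate also reaching that limit, limit read from the data; inconclusive = only one of the two criteria met; inactive = neither criterion met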;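 also: 0% = median of neutral control wells and 100% = no fluorescence left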
Target sequence (P55212 24-179 limits assumed): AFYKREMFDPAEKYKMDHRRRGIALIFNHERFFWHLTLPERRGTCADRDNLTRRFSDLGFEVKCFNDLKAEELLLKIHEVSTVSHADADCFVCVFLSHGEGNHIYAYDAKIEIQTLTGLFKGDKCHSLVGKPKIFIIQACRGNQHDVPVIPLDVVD
Target sequence (P55212 194-293 limits assumed): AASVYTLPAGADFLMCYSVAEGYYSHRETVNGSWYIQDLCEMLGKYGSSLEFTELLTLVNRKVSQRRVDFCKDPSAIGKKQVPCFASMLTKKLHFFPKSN
GSIS activator: GLuc luminescence reporter in INS-1E cells, primary screen for activators of glucose-dependent secretion of insulin. INS-1E GLuc reporter insulin secretion, 2-3 h. activation, % at 16.6 µM. 370,000 tested, 0.61% active. AID 743287, 2014;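 active = lowest replicate activation of at least 40%, so every replicate reaches that level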;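 also: 0% = median of neutral control wells and 100% = median of IBMX positive control wells; some compounds called inactive have numbers as strong as hits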
DENV2 CPE: inhibitors of DENV2 cytopathic effect, primary screen, cell-based, plate reader, single concentration. DENV2-infected cells, cytopathic effect rescue. CPE inhibition, % at 9.99 µM. 350,000 tested, 1.7% active; in the data active = CPE inhibition above about 20%, passing the limit was not always enough; inconclusive = no clear call, values can overlap the other calls; tested in BHK-21 cells;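 also: 0% = median of neutral control wells and 100% = median of positive control wells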
E-selectin induc: E-selectin induction in HUVECs, primary screen, imaging, HUVEC, immunofluorescence imaging, single point; 260,000 tested, 0.37% active; activation, % at 7.58 µM; P16581; normalized: neutral wells 0, TNF-alpha wells 100;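 active = mean E-selectin-positive cell signal at least 10% of the positive control, reached in at least 60% of replicates, without over 20% cell loss; inconclusive = no rule given, readout overlaps actives, possibly toxicity-flagged; inactive = the rest, including those meeting only one limit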;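 also: in these data hits start at about 27%; measured in HUVEC primary endothelial cells; signal is the percent of cells scored E-selectin positive by PE staining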
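Test system – human umbilical vein endothelial cells (HUVEC), E-selectin induction · Input – 3,000 HUVEC seeded per well · Buffer or medium – EGM-2, gelatin · Compound dosing – single-point compound dose · Detection – immunofluorescence imaging · Measure – percent E-selectin-positive cells · Controls – TNF-alpha high, DMSO low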
RAD52 anneal inh: RAD52 DNA annealing inhibitors, primary screen, biochemical, FRET, single point, set 2; recombinant RAD52 DNA annealing, FRET fluorescence; inhibition, % at 18.7 µM; 360,000 tested, 0.46% active;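 active = every replicate showing at least 50% inhibition; inconclusive = mean inhibition at least 50% but not in every replicate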
Xi reactivation: activators of inactive X chromosome reactivation, primary screen, imaging, XiGFP fibroblasts, GFP high-content imaging, set 2. XiGFP mouse fibroblasts, % GFP-positive cells imaging, 3 d; cells co-treated with 5-aza-dC sensitizer; scaled so ellipticine positive control = 100%. 360,000 tested, 0.055% active. activation, % at 7.58 µM. AID 743238, 2013;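 active = mean normalized replicate activation at least 10% and every replicate at or above 10%; inconclusive = only one of the two criteria met; inactive = mean below 10% and not all replicates reach 10%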;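 also: 0% = median of on-plate neutral control wells and 100% = ellipticine 6 µM median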
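System: XiGFP fibroblasts, SV40-immortalized. Medium: DMEM plus 5-aza-dC sensitizer. Doses: single point. Timing: 3 d treatment, 15 min room-temperature fixation. Control set: ellipticine 6 µM.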
RAD54 inh: inhibitors of human RAD54 branch migration, primary screen, biochemical, fluorescence, single point; inhibition, % at 10.4 µM; DNA repair and recombination protein RAD54-like (Homo sapiens), Q92698; 360,000 tested, 0.14% active; RAD54 Holliday junction branch migration, FAM/BHQ fluorescence;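 active = mean normalized replicate activity at least 40 and at least half of replicates scoring 40 or more; inconclusive = only one of the two criteria met; inactive = mean below 40 and under half of replicates reaching 40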;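 also: 0% = median of neutral control wells and 100% = median of positive control wells; inhibitors cause a drop in the FAM fluorescence signal; in these data hits start at about 50%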
Target sequence (Q92698 whole entry, looked up): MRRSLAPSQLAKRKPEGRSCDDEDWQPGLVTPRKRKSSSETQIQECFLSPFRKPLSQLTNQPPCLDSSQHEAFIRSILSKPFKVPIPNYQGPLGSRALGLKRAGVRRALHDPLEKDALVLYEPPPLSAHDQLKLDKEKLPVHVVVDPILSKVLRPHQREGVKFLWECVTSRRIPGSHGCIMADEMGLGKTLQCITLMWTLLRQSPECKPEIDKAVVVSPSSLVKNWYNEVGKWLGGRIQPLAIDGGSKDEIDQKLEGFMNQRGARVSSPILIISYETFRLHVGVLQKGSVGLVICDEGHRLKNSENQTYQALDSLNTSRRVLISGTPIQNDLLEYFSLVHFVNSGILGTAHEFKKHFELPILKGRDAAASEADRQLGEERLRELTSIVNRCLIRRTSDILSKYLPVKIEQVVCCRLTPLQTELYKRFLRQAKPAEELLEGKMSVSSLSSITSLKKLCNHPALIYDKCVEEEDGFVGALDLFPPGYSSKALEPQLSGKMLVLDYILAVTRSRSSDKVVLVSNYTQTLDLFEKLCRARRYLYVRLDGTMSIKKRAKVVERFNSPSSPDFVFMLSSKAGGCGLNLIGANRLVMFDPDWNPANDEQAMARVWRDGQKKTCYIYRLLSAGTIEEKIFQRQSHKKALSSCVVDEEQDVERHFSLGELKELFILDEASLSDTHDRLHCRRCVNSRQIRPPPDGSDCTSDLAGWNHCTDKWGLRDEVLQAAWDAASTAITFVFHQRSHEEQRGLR
Active calls of the source: *; ? = inconclusive; / = no result given.

no. | SMILES | CFTR F508del cor | Casp6 inh | GSIS activator | DENV2 CPE
1 | COc1ccc(NC(=O)N(C)C[C@@H]2Oc3ccc(NC(=O)Nc4c(C)noc4C)cc3CC(=O)N([C@@H](C)CO)C[C@H]2C)cc1 | -0.1 | 0.1 | 9.2 | -5.9
2 | CC(C)NC(=O)N1[C@@H]2CN(C(=O)c3ccc(F)cc3)c3ccccc3[C@@H]2[C@@H]1CO | 0.4 | / | -5.0 | /
3 | O=C(N[C@H]1C=C[C@@H](CC(=O)N2CCc3ccccc3C2)O[C@H]1CO)C1CC1 | 1.4 | 0.0 | 3.1 | -1.6
4 | Cc1cc(N2CCCC2=O)ccc1S(=O)(=O)N1CCOCC1 | -0.8 | 2.1 | -0.9 | -11.0
5 | Cc1ccc(NC(=O)C(=O)c2cn(CC(=O)N3CCCCC3)c3ccccc23)cc1 | 1.7 | -5.1 | -13.9 | ?
6 | C[C@@H]1CCCCO[C@H](CN(C)C)[C@@H](C)CN([C@H](C)CO)C(=O)c2cc(NC(=O)Nc3ccccc3)ccc2O1 | 1.9 | / | 13.8 | /
7 | Cc1ccc(-c2cnc3c(c2)C(=O)N([C@H](C)CO)C[C@H](C)[C@@H](CN(C)C(=O)c2ccccc2)O3)cc1 | 1.1 | 1.6 | -15.3 | -6.0
8 | Cc1ccc(S(=O)(=O)N(CC(=O)NCCSc2ccccn2)c2ccccc2F)cc1 | 1.0 | 5.7 | -14.6 | 4.5

no. | E-selectin induc | RAD52 anneal inh | Xi reactivation | RAD54 inh
1 | 0.2 | 13.0 | -0.7 | 0.0
2 | -0.3 | / | 0.0 | -3.0
3 | -0.3 | -15.0 | 0.3 | -1.7
4 | / | -8.3 | 0.1 | 4.0
5 | 1.3 | -32.4 | 0.0 | 5.7
6 | -0.1 | / | 0.0 | /
7 | -0.3 | 7.7 | 0.1 | 3.2
8 | / | -22.6 | -0.1 | 0.3

(listing goes on)
no. | SMILES | CFTR F508del cor | Casp6 inh | GSIS activator | DENV2 CPE
9 | CC1(C)CC(=O)C(N=Nc2cccnc2)=C(O)C1 | -1.9 | 2.4 | / | -5.3
10 | COc1ccc(S(=O)(=O)Nc2ccc3c(c2)C(=O)N([C@@H](C)CO)C[C@@H](C)[C@@H](CN(C)S(=O)(=O)c2ccc(OC)cc2)OCCCC[C@@H](C)O3)cc1 | 2.4 | / | -3.8 | 3.1
11 | Cc1ccc(S(=O)(=O)Nc2ccc3c(c2)C(=O)N([C@@H](C)CO)C[C@H](C)[C@@H](CN(C)Cc2ccncc2)OCCCC[C@H](C)O3)cc1 | 1.7 | -1.3 | -7.1 | 1.4
12 | COC(=O)C1=C(C)N(Cc2ccc(Cl)cc2)C(=S)NC1c1cccc(Br)c1 (stereo not given) | -0.3 | -2.6 | -40.7 | -9.8
13 | C[C@@H]1CN([C@H](C)CO)C(=O)c2cc(NC(=O)CCC(F)(F)F)ccc2O[C@H]1CN(C)Cc1ccc(-c2ccccc2)cc1 | 1.4 | -1.5 | -17.3 | 10.8
14 | CN1c2ccc(C3=CCCCC3)cc2[C@@H]2[C@@H](CCN2C(=O)C2CC2)[C@H]1CO | -1.0 | 1.9 | -10.5 | 6.7
15 | Cc1ccc(S(=O)(=O)N2CCCCC2)cc1NC(=O)CNC(C)c1ccc(Cl)c(Cl)c1 (stereo not given) | 2.1 | -0.4 | -35.1 | 4.9
16 | C[C@H]1CN([C@@H](C)CO)C(=O)Cc2cc(N(C)C)ccc2O[C@@H]1CN(C)C(=O)NC1CCCCC1 | 0.5 | 0.2 | 21.0 | -0.1

no. | E-selectin induc | RAD52 anneal inh | Xi reactivation | RAD54 inh
9 | / | 11.3 | -0.1 | -10.2
10 | 0.2 | / | 0.0 | -6.9
11 | / | 3.9 | 0.2 | 13.3
12 | 1.3 | -0.9 | 0.0 | /
13 | 0.0 | -48.1 | -0.5 | -7.7
14 | 0.2 | 8.8 | 0.0 | /
15 | / | -15.2 | 0.1 | 3.2
16 | 0.1 | -1.9 | 0.2 | 10.6

Continued; it opens with the 5 that closed the last part.
no. | SMILES | CFTR F508del cor | Casp6 inh | GSIS activator | DENV2 CPE
12 | COC(=O)C1=C(C)N(Cc2ccc(Cl)cc2)C(=S)NC1c1cccc(Br)c1 (stereo not given) | -0.3 | -2.6 | -40.7 | -9.8
13 | C[C@@H]1CN([C@H](C)CO)C(=O)c2cc(NC(=O)CCC(F)(F)F)ccc2O[C@H]1CN(C)Cc1ccc(-c2ccccc2)cc1 | 1.4 | -1.5 | -17.3 | 10.8
14 | CN1c2ccc(C3=CCCCC3)cc2[C@@H]2[C@@H](CCN2C(=O)C2CC2)[C@H]1CO | -1.0 | 1.9 | -10.5 | 6.7
15 | Cc1ccc(S(=O)(=O)N2CCCCC2)cc1NC(=O)CNC(C)c1ccc(Cl)c(Cl)c1 (stereo not given) | 2.1 | -0.4 | -35.1 | 4.9
16 | C[C@H]1CN([C@@H](C)CO)C(=O)Cc2cc(N(C)C)ccc2O[C@@H]1CN(C)C(=O)NC1CCCCC1 | 0.5 | 0.2 | 21.0 | -0.1
17 | Cc1ccc(S(=O)(=O)N2CCOC2CNC(=O)C(=O)NCCN(C)C)cc1 (stereo not given) | -0.8 | -26.7 | -6.6 | -9.0
18 | CC(=O)Nc1cnc(-c2cccc(C(=O)N(C)C)c2)cn1 | -2.5 | 1.5 | 29.6 | 15.0
19 | CCNC(=O)[C@H]1[C@H](CO)[C@H]2Cn3c(ccc(-c4ccccc4)c3=O)[C@@H]1N2C(=O)c1ccccn1 | 1.9 | 0.3 | 15.6 | 12.8
20 | Cc1ccsc1/C=N/NC(=O)c1cccnc1 | -1.3 | 0.2 | 2.7 | -3.1
21 | Cc1noc(C)c1NC(=O)N[C@H]1C=C[C@@H](CC(=O)NCc2ccc(Cl)c(Cl)c2)O[C@H]1CO | 2.7 | / | -1.3 | /
22 | CC1CCC2=NN(C(=O)c3ccco3)C(O)(C(F)(F)F)C2C1 (stereo not given) | -1.9 | -4.1 | -12.1 | 5.8
23 | O=C(c1ccc(S(=O)(=O)c2cccc(Cl)c2)c([N+](=O)[O-])c1)N1CCN(Cc2ccccc2)CC1 | / | 5.6 | -26.8 | 9.9
24 | COCC#Cc1ccc([C@H]2[C@H](CO)N3C(=O)CN(C(=O)Nc4ccccc4F)C[C@@H]23)cc1 | -1.1 | 3.6 | 6.4 | 5.9

no. | E-selectin induc | RAD52 anneal inh | Xi reactivation | RAD54 inh
12 | 1.3 | -0.9 | 0.0 | /
13 | 0.0 | -48.1 | -0.5 | -7.7
14 | 0.2 | 8.8 | 0.0 | /
15 | / | -15.2 | 0.1 | 3.2
16 | 0.1 | -1.9 | 0.2 | 10.6
17 | 0.3 | -5.8 | 0.1 | -7.5
18 | -0.3 | -5.0 | 0.0 | 1.6
19 | -1.2 | 5.9 | 0.0 | 0.2
20 | 4.4 | -8.1 | 0.1 | /
21 | -0.3 | / | -0.1 | /
22 | 1.1 | 1.3 | 0.1 | /
23 | -0.2 | -7.3 | 0.1 | /
24 | 0.1 | / | 0.0 | /

Exported in transposed form: 2 of the compounds above
21. Cc1noc(C)c1NC(=O)N[C@H]1C=C[C@@H](CC(=O)NCc2ccc(Cl)c(Cl)c2)O[C@H]1CO
19. CCNC(=O)[C@H]1[C@H](CO)[C@H]2Cn3c(ccc(-c4ccccc4)c3=O)[C@@H]1N2C(=O)c1ccccn1
screen / no.	21	19
CFTR F508del cor	2.7	1.9
Casp6 inh	/	0.3
GSIS activator	-1.3	15.6
DENV2 CPE	/	12.8
E-selectin induc	-0.3	-1.2
RAD52 anneal inh	/	5.9
Xi reactivation	-0.1	0.0
RAD54 inh	/	0.2

(more compounds)
no. | SMILES | CFTR F508del cor | Casp6 inh | GSIS activator | DENV2 CPE
25 | C/C=C(\C)CN1CCCC(CO)(Cc2ccccc2)C1 (stereo not given) | -0.6 | 2.1 | / | -5.7
26 | O=S1(=O)N=C(N(CCO)/N=C/c2ccc(Cl)cc2)c2ccccc21 | -2.8 | -5.8 | 11.3 | -2.7
27 | O=C(NCCN=C1NS(=O)(=O)c2ccccc21)c1ccccc1 | 0.0 | -1.4 | 2.5 | -3.5
28 | CNc1snc(C)c1C(=O)OCC(=O)N(C)Cc1ccccc1 | -1.9 | 1.3 | -10.6 | -0.2
29 | CC(C)CN1CCN(C(=O)COC(=O)c2ccc(S(C)(=O)=O)c([N+](=O)[O-])c2)CC1 | -4.5 | -0.1 | 138.3* | -10.6
30 | Oc1cccc(-c2csc(C(O)(c3ccccc3)C(F)(F)F)n2)c1 (stereo not given) | 3.8 | 4.5 | -7.3 | 6.0
31 | COC(=O)c1ccc2ccccc2c1OC1OC(CO)C(O)C(O)C1NC(C)=O (stereo not given) | 0.1 | -0.5 | -2.2 | -0.2

no. | E-selectin induc | RAD52 anneal inh | Xi reactivation | RAD54 inh
25 | -0.8 | -3.4 | 0.0 | -2.0
26 | / | -5.6 | 0.0 | -7.9
27 | / | -1.7 | 0.5 | -3.6
28 | / | -18.2 | 0.0 | 3.8
29 | -0.7 | 3.9 | -0.1 | 4.8
30 | -0.1 | -5.4 | 0.0 | 8.9
31 | / | -8.7 | 0.1 | -2.7

An excerpt from above, limited to Casp6 inh:
no.	SMILES	Casp6 inh
29	CC(C)CN1CCN(C(=O)COC(=O)c2ccc(S(C)(=O)=O)c([N+](=O)[O-])c2)CC1	-0.1
30	Oc1cccc(-c2csc(C(O)(c3ccccc3)C(F)(F)F)n2)c1 (stereo not given)	4.5

Source: PubChem
